VHR inh color – blocks the human dual specificity phosphatase VHR1. 50,000 tested, 0.7% active. inhibition, % at 20 µM. recombinant VHR phosphatase, colorimetric substrate read-out; in the data active means inhibition above about 60%; further: some results filed as inactive read as strong as hits
Target sequence (P51452 whole entry, looked up): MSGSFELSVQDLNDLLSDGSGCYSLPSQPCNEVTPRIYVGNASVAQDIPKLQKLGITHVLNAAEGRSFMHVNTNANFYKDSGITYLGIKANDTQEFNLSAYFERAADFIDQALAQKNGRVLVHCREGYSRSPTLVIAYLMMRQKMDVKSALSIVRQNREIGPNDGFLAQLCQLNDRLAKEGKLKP
Active calls of the source: *. Only part of the results is shown. The share of hits here may be higher or lower than overall.

mol	VHR inh color
Nc1nonc1-c1nc2ccccc2n1CC(=O)N/N=C\c1ccccc1OCC(=O)O	-19.7
COC(=O)c1ccccc1NC(=O)CN(c1ccc(C)c(Cl)c1)S(C)(=O)=O	-5.5
C/C(=N\NC(=O)C1CC1)c1cccnc1	-14.9
COC(=O)c1ccccc1-c1ccc(/C=C2/SC(=S)N(c3ccccc3)C2=O)o1	-5.7
O=C(O)CCCC(=O)N1CCN(Cc2ccccc2)CC1	-7.7
CN(C)C1(c2cccnc2)CS(=O)(=O)C1	-3.1
C/C(=N\Nc1nc(-c2ccc(Br)cc2)cs1)c1nonc1C	20.5
CSc1nc2sc3c(c2c(=O)[nH]1)CCN(Cc1ccccc1)C3	16.7
CCCCOc1ccc(S(=O)(=O)N(CC)CC)cc1	-24.6
CCOc1ccc(/C=C(/C#N)C(=O)Nc2cccc(Br)c2)cc1	-24.7
Cc1cccc(NC(=O)CSc2ncn[nH]2)c1	-4.5
CCCC(C)NC(=O)c1c(Cl)cccc1Cl (centres undefined)	-30.0
O=C(Nc1ccc(S(=O)(=O)N2CCCCCC2)cc1)c1ccc(F)cc1	-6.3
O=C(NCc1cccs1)c1cc2n(n1)C(C(F)(F)F)CC(c1ccc(Cl)c(Cl)c1)N2 (centres undefined)	-7.9
CCOC(=O)c1c(CN2CCOCC2)n(C)c2cc(Br)c(O)cc12	-29.8
Clc1ccc2nc(N/N=C/c3nc4ccccc4[nH]3)nc(-c3ccccc3)c2c1	-27.2
COc1ccc(OC(C)C(=O)Nc2ccc(C(=O)OC(C)C)cc2)cc1 (centres undefined)	-4.4
CCOC(=O)c1c(NC(=O)CC2Nc3ccccc3NC2=O)sc2c1CCCC2 (centres undefined)	14.7
Cc1ccccc1OCC(=O)Nc1ccc2oc(-c3ccc(F)cc3Cl)nc2c1	-63.0
COc1cccc(C(=O)NNS(=O)(=O)c2ccccc2)c1	-6.6
COc1ccc(C)cc1NC(=O)Nc1ccccc1	3.3
CCN(CC)CCOCCOc1cc(C)ccc1C	-19.5
CCOc1cc(C(=S)N2CCOCC2)cc(Br)c1OC(=O)c1cccc2ccccc12	1.0
COCCN1C(=O)C(=O)/C(=C(/O)c2ccccc2)C1c1ccc(OC)c(OC)c1 (centres undefined)	7.7
CC(=O)Nc1ccc(NC(=O)c2ccc(OCC(C)C)cc2)cc1	-4.2
COc1ccc(C/C(N)=N/OC(=O)COc2ccc3ccccc3c2)cc1	-5.6
Oc1cc(N=C/C=C/c2ccc(Cl)cc2)ccc1-c1nc2ccccc2s1	-5.3
CS(=O)(=O)c1ccc2nc(NC(=O)CCc3ccccc3)sc2c1	-6.8
Cc1ccc(NC(=O)c2ccn(C(=O)Nc3ccccc3)n2)c(C)c1	6.9
O=C(COc1ccc2ccccc2c1)Nc1ccc(Cl)cn1	-11.9
CCCOc1ccc(-c2nnc(NC(=O)Nc3ccc(Cl)cc3)s2)cc1	7.8
Cc1cc(=O)n2[nH]c(-c3cccs3)cc2n1	-14.6

Compounds shown so far with an aryl methoxy group (5):
mol	VHR inh color
COc1ccc(OC(C)C(=O)Nc2ccc(C(=O)OC(C)C)cc2)cc1 (centres undefined)	-4.4
COc1cccc(C(=O)NNS(=O)(=O)c2ccccc2)c1	-6.6
COc1ccc(C)cc1NC(=O)Nc1ccccc1	3.3
COCCN1C(=O)C(=O)/C(=C(/O)c2ccccc2)C1c1ccc(OC)c(OC)c1 (centres undefined)	7.7
COc1ccc(C/C(N)=N/OC(=O)COc2ccc3ccccc3c2)cc1	-5.6

Carrying on:
mol	VHR inh color
CCOc1ccc(NC(=S)NC2CN3CCC2CC3)cc1 (centres undefined)	-5.9
COCCCNC(=O)C(=O)Nc1ccc(Cl)c(C(F)(F)F)c1	-33.4
CC(C)CNC(=O)C(=O)NCc1ccc(Cl)cc1Cl	-9.5
O=c1c2c(nc3cc(-c4cccs4)[nH]n13)CCCC2	-11.0
CCOc1cc(C(=S)N2CCOCC2)ccc1OCc1ccccc1	-16.1
CN(C)c1ccc(/C=N/NC(=O)NC23CC4CC(CC(C4)C2)C3)cc1	-3.5
CCCCP(=O)(CCCC)CP(=O)(c1ccccc1)c1ccccc1	-3.6
O=C(COc1ccc(Cl)cc1)N=Nc1c(O)n(CN2CCCC2)c2ccccc12	-3.7
O=C(CN1C(=O)c2ccccc2C1=O)Nc1cccc2c1C(=O)N(c1ccccc1)C2=O	16.5
CCC(O)c1ccc(OCc2ccccc2)c(OC)c1 (centres undefined)	-7.2
O=C(COc1ccc(Cl)cc1Br)NNC(=O)c1cccc(Br)c1	-17.5
CCOc1ccc2nc(SC3CC(=O)N(c4ccc(C)cc4C)C3=O)sc2c1 (centres undefined)	-5.4
O=C(COc1ccc(Br)cc1)Nc1ccc2c(c1)oc1ccccc12	-26.0
O=C(CSCc1cccc(Br)c1)NC1CCCCC1	-12.6
C=CCn1c(=N)n(CC(O)c2ccc(OCC)cc2)c2ccccc21 (centres undefined)	55.5
CCOC(=O)C1=C(C)N=c2s/c(=C\c3cccs3)c(=O)n2C1c1ccc(SC)cc1 (centres undefined)	-11.3
O=C(O)C(Cc1ccccc1)N1C(=O)/C(=C/c2cccc([N+](=O)[O-])c2)SC1=S (centres undefined)	42.4
CCOc1ccc(S(=O)(=O)N(CC(=O)Nc2ccc(C(C)=O)cc2)c2ccc(C)cc2)cc1	6.0
CN1C2C=C(N(CCc3c[nH]c4ccccc34)C(=O)c3ccc(Cl)cc3)CC1CC2 (centres undefined)	-8.7
Cc1ccc(C(C)C)c(OCCNS(C)(=O)=O)c1	-1.6
CCOc1cc(C=NN2CCN(Cc3ccccc3)CC2)ccc1O	6.6
COc1ccc(NC(=O)c2ccccc2O)cc1Cl	-0.5
CC1=C(C)CC(C(=O)Nc2ccc(C(N)=O)cc2)C(C(=O)O)C1 (centres undefined)	1.9
O=S(=O)(O)c1cccc2cccc(Nc3ccccc3)c12	7.0
O=C(Nc1ccc2oc(-c3ccccc3)nc2c1)c1ccccc1I	-31.3
O=C(Nc1cccc(C(F)(F)F)c1)c1ccc(C(=O)c2ccccc2)o1	3.0
Cc1ccc2c(c1)c1c3n2CCN(C(C)c2ccccc2)C3CCC1 (centres undefined)	-18.6
O=C(CN1C(=O)c2ccccc2C1=O)Nc1cc([N+](=O)[O-])ccc1Cl	-16.8
CCOC(=O)c1c(-c2ccc(Cl)cc2)csc1NC(=O)COc1ccc(OC)cc1	-16.1
COc1ccc(CC(=O)NNC(=O)c2ccccc2Cl)cc1OC	-13.2
N#C/C(=N\Nc1ccc(F)cc1)C(=N)N1CCCCC1	-31.9
Cc1ccc2oc(-c3ccc(NC(=O)c4cc5ccccc5o4)cc3O)nc2c1	0.7
O=C(Nc1ccc2c(c1)OCO2)c1ccc(Cl)cc1[N+](=O)[O-]	-9.3
CC(C)(C)OC(=O)N1N=C(c2ccc(Br)cc2)CC1(O)C(F)(F)F (centres undefined)	-7.9
COc1cccc(/C=C2\SC(N3CCCC3)=NC2=O)c1	37.8
Cc1c(OCc2ccccc2F)ccc2c3c(c(=O)oc12)CCC3	0.6
O=C(CCC1CCCC1)Nc1cc(Cl)ccc1Cl	8.9
O=C1/C(=C\c2ccc3c(c2)OCO3)N=C(c2ccccc2)N1c1ccc(F)cc1	-5.1
CCCCNC(=O)NC1C(NC(=O)NCCCC)N(C)C(=O)N1C (centres undefined)	-11.3
N/C(=N\OC(=O)c1ccccc1[N+](=O)[O-])c1ccc(Cl)cc1	-1.2

Reprinted from the part before: six compounds; new compounds follow.
mol	VHR inh color
COc1cccc(/C=C2\SC(N3CCCC3)=NC2=O)c1	37.8
Cc1c(OCc2ccccc2F)ccc2c3c(c(=O)oc12)CCC3	0.6
O=C(CCC1CCCC1)Nc1cc(Cl)ccc1Cl	8.9
O=C1/C(=C\c2ccc3c(c2)OCO3)N=C(c2ccccc2)N1c1ccc(F)cc1	-5.1
CCCCNC(=O)NC1C(NC(=O)NCCCC)N(C)C(=O)N1C (centres undefined)	-11.3
N/C(=N\OC(=O)c1ccccc1[N+](=O)[O-])c1ccc(Cl)cc1	-1.2
CCCCOC(=O)c1ccc(NC(=O)c2cc([N+](=O)[O-])ccc2Br)cc1	-19.2
O=C(O)c1ccc(COc2ccc3ccc(=O)oc3c2)cc1	-8.5
O=C1CC(N2CCN(Cc3ccccc3)CC2)C(=O)N1c1cccc(Cl)c1 (centres undefined)	5.9
O=C(/C=C/c1ccccc1)NC(=S)Nc1cccc(-c2nc3ncccc3o2)c1	-35.3
CCc1nnc(NS(=O)(=O)c2ccc(NS(=O)(=O)c3ccc(C)cc3)cc2)s1	-12.1
COC(=O)C1=C(C)NC2=C(C(=O)CC(C)(C)C2)C1c1ccc(OCc2ccccc2Cl)c(OC)c1 (centres undefined)	5.7
CCc1ccc(NC(=O)C2CCCCC2C(=O)O)cc1 (centres undefined)	-32.6
O=C(O)c1ccc(S(=O)(=O)c2ccc3c(c2)C(=O)N(NC(=O)c2ccco2)C3=O)cc1	19.2
COC(=O)c1ccc(/C=C2/C(=O)NN(c3ccc(C)cc3)C2=O)cc1	-1.1
CC(=O)N(Cc1ccc2c(c1)OCO2)C1CC(=O)N(c2cccc(Cl)c2)C1=O (centres undefined)	-3.7
COc1ccc(C(=O)C=C(Cl)Cl)cc1	-28.4
COc1ccccc1C1C(C(=O)OCCc2ccccc2)=C(C)NC2=C1C(=O)CCC2 (centres undefined)	-1.4
COc1ccc(C=C2C(=O)NC(=O)NC2=O)c(OC)c1	-17.6
CCOC(=O)c1c(C)oc2cc(Br)c(O)c(C=O)c12	-12.3
Cc1ccc(S(=O)(=O)N/N=C/c2ccccc2OS(=O)(=O)c2ccc([N+](=O)[O-])cc2)cc1	-10.0
CSc1nsc(SC)c1NC(=O)OCC1([N+](=O)[O-])COC(C)(C)OC1	7.5
O=C1CSC(c2ccc([N+](=O)[O-])cc2)N1c1cccc(Cl)c1 (centres undefined)	-16.0
COc1cc(/C=C2/SC(=S)NC2=O)cc(Cl)c1OCc1cccc2ccccc12	6.2
O=C(O/N=C1/CCCc2c1sc1nc3n(c(=O)c21)CCCCC3)c1ccc([N+](=O)[O-])cc1	-9.3
Cc1ccc(NC(=O)C2CC(=O)N(c3ccc(F)cc3)C2)c(C)c1 (centres undefined)	-1.0
CS(=O)(=O)N(Cc1ccccc1)c1ccc(C(=O)N2CCc3ccccc3C2)cc1	-27.9
CCOc1ccc(CN2CCN(C(=O)CC(C)C)CC2)cc1	2.6
CC1=CCC2C(=O)N(c3cccc([N+](=O)[O-])c3)C(=O)C2C1 (centres undefined)	-29.2
Cc1ccc(S(=O)(=O)N=Nc2c(O)[nH]c3ccc(Br)cc23)cc1C	11.5
Cc1ccc2oc(-c3ccc(NC(=O)c4cc5ccccc5o4)cc3)nc2c1	-15.1
Cc1cc(C)cc(N2C(=O)NC(=O)/C(=C\c3ccc(Cl)cc3)C2=O)c1	0.3
C1=C(c2ccccc2)Nc2nonc2N=C1c1ccccc1	-5.8
O=C(CSc1nnc(-c2cccc(Cl)c2)n1-c1ccccc1)c1cccc([N+](=O)[O-])c1	-1.4
COc1ccc(C(=O)Nc2cccc(C(=O)Nc3cccc(Cl)c3)c2)cc1	-2.5
O=C1/C(=C/c2ccc(-c3cc(Cl)ccc3Cl)o2)SC(=S)N1Cc1ccco1	18.0
Brc1ccc(-c2cn3c(n2)SCC3)cc1	9.8
COc1ccc(S(=O)(=O)NCc2ccccc2C)cc1OC	79.4
Cc1cc(NC(=O)c2cccc([N+](=O)[O-])c2)ccc1-c1cc2ccccc2oc1=O	-13.0
Cc1cc(NC(=O)c2ccc(Br)cc2)ccc1NC(=O)c1ccccc1	-9.6
CCc1ccc(O)c(N=Cc2cc(Br)cc(Br)c2O)c1	-11.3
O=C(N/N=C\c1cc(Cc2ccccc2Cl)ccc1O)c1cncc(Br)c1	25.3
Cc1ccc(NC(=O)C(=O)NCc2ccc3c(c2)OCO3)cc1	-7.1
CCOC(=O)c1c(NC(=O)c2cccc(C)c2)sc(C(=O)Nc2ccccc2F)c1C	-7.9
O=C(CCCN1C(=O)/C(=C\c2cccs2)SC1=S)Nc1nccs1	-5.8
COc1ccc(OC)c(/C=C/C(=O)NCCc2nc3ccccc3[nH]2)c1	-26.9
COc1ccc(C(=O)CN2CCN(C(=O)C3CC3)CC2)cc1	-22.0
CCN(CC)CCN1C(=O)C(O)=C(C(=O)/C=C/c2ccccc2)C1c1ccc(Cl)cc1 (centres undefined)	8.4
Cc1ccc([N+](=O)[O-])cc1-c1ccc(/C=C2/C(=O)NN(c3ccc(Cl)cc3)C2=O)o1	74.4*
O=C(Oc1cccc(C(=S)N2CCOCC2)c1)c1ccc([N+](=O)[O-])cc1	-16.6
O=C(CSc1nnc(SCC(=O)NC2CCCC2)s1)NC1CCCC1	4.3
N#Cc1c(NCc2ccccc2)ncc2c1Nc1ccccc1C2	21.5
COc1cc(/C=C(\NC(=O)c2cc(OC)c(OC)c(OC)c2)C(=O)NC(C(=O)O)c2ccccc2)cc(OC)c1OC (centres undefined)	-3.0
COc1ccc(/C(O)=C/C(=O)C(F)(F)F)cc1	-5.4
Cc1cc(C)cc(NC2=NC3(CCCCC3)N=C(N)N2)c1	1.3
COC(=O)c1ccc(/C=N/N=C2\C(=O)Nc3ccccc32)cc1	-11.7
NNC(=O)C1c2ccccc2Oc2ccccc21	-7.2
Cc1sc(NC(=O)c2ccco2)c(C#N)c1C	-52.4
O=C1N=c2ccc(Br)cc2=C1c1sc(=S)n(C(Cc2ccccc2)C(=O)O)c1O (centres undefined)	8.6
O=C1c2cc3ccccc3c(-c3ccccc3)c2C(=O)N1CCO	-4.8
O=C(O)/C=C\C(=O)Nc1ccc2c(c1)Cc1ccccc1-2	-7.1
CN(C)c1ccc(/C=C/C(=O)c2cccc(Br)c2)cc1	11.9
